# NSD2 block: blocks human NSD2 histone methyltransferase activity; O96028; NSD2-SET H3K36me1 DELFIA fluorescence, biochemical; inhibition, % at 12.5 µM; 44,000 tested, 0.07% active; in the data active = inhibition above about 54%, passing the limit was not always enough; inconclusive = no clear call, values can overlap the other calls;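 note: inhibitors reduce the monomethyl H3K36 fluorescence signal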
# Target sequence (O96028 whole entry, looked up): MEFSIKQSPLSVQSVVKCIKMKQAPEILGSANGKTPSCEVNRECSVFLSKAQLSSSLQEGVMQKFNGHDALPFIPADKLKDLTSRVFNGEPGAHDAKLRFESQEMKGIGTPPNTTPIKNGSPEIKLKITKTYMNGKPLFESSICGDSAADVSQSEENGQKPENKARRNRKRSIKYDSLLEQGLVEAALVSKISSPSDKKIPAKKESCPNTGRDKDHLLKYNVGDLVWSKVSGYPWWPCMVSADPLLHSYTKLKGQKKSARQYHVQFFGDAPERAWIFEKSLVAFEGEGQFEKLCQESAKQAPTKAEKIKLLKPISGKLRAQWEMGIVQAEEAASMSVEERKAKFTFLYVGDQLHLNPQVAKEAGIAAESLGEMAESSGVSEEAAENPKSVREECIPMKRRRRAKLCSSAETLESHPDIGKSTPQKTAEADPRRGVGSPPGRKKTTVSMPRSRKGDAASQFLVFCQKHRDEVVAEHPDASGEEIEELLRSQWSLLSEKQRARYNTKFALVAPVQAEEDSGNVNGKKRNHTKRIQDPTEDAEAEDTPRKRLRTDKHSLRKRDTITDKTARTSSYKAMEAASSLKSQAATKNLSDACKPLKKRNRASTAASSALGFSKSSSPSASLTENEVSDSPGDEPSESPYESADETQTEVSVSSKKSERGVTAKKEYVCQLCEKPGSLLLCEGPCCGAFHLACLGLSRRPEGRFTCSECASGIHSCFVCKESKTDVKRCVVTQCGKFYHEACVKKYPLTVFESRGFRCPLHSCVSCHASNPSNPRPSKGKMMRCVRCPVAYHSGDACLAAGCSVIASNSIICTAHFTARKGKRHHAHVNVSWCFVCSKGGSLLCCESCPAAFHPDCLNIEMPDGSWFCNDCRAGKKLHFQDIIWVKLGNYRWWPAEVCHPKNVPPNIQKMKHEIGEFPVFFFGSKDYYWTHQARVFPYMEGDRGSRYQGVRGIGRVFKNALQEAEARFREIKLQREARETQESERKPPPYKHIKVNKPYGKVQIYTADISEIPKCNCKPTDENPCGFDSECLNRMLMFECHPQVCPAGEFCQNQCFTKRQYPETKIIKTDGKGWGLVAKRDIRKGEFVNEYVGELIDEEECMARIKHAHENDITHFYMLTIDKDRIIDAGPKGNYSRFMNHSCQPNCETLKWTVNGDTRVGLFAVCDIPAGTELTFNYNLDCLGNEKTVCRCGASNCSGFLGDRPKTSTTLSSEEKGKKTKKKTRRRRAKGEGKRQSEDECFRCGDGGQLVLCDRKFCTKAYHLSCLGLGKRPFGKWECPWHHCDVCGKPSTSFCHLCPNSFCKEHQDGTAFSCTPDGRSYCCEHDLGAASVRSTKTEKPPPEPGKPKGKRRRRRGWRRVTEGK
# * hit, by the source's call; ? = inconclusive. Not all compounds are listed; the hit share may differ from the screen's.
SMILES,NSD2 block
C[C@@H]1CN([C@H](C)CO)C(=O)c2cc(C3=CCCC3)cnc2O[C@@H]1CN(C)C(=O)c1ccccn1,5
C[C@@H]1CN([C@H](C)CO)C(=O)c2cccc(NS(=O)(=O)c3cn(C)cn3)c2O[C@@H]1CN(C)S(=O)(=O)c1ccc(F)cc1,-5
Cc1ccc(S(=O)(=O)N(C)C[C@H]2Oc3ccc(NS(=O)(=O)c4ccccc4)cc3CC(=O)N([C@@H](C)CO)C[C@@H]2C)cc1,0
CC(=O)N(C)C[C@@H]1Oc2cc(C#CC(C)C)ccc2S(=O)(=O)N([C@H](C)CO)C[C@H]1C,-189
Cc1noc(C)c1NC(=O)Nc1ccc2c(c1)C(=O)N([C@@H](C)CO)C[C@H](C)[C@H](CN(C)S(=O)(=O)c1cn(C)cn1)O2,-2
C[C@@H]1CCCCO[C@H](CN(C)Cc2ccccc2)[C@H](C)CN([C@@H](C)CO)C(=O)c2cc(NC(=O)C3CCCCC3)ccc2O1,-1
Fc1cccc(Cl)c1CN1CCN(CCCNc2ncnc3scc(-c4ccccc4)c23)CC1,-6
C[C@H](CO)N1C[C@H](C)[C@H](CN(C)C(=O)CN(C)C)Oc2ncc(C#Cc3ccncc3)cc2C1=O,4
C[C@@H]1CN([C@@H](C)CO)C(=O)c2cc(NC(=O)Nc3ccc(F)cc3)ccc2O[C@@H]1CN(C)S(=O)(=O)c1cn(C)cn1,3
C/C=C/c1ccc2c(c1)O[C@H](CN(C)C)[C@@H](C)CN([C@H](C)CO)S2(=O)=O,2
C[C@H](CO)N1C[C@H](C)[C@H](CN(C)S(C)(=O)=O)Oc2ccc(NC(=O)CCCN(C)C)cc2CC1=O,4
COc1ccc(/C=N/NC(=O)c2ccccn2)cc1OC,1
COCC#Cc1ccc2c(c1)O[C@@H](CN(C)C(=O)NC(C)C)[C@@H](C)CN([C@H](C)CO)S2(=O)=O,-3
C[C@H]1CCCCO[C@H](CN(C)C(=O)NC2CCCCC2)[C@@H](C)CN([C@@H](C)CO)C(=O)c2cc(NC(=O)c3ccncc3)ccc2O1,-5
Cc1ccc(S(=O)(=O)Nc2ccc3c(c2)C(=O)N([C@@H](C)CO)C[C@@H](C)[C@H](CN(C)CC2CC2)OCCCC[C@H](C)O3)cc1,4
C/C=C\C=C/C1OC(O)(C(CC)C(=O)NC/C=C\C=C(\C)C(OC)C(C)C2OC(\C=C/C=C\C=C(\C)C(=O)c3c(O)cc[nH]c3=O)C(O)C2O)C(O)C(O)C1(C)C (configuration not stated),-8
C[C@H](CO)N1C[C@H](C)[C@@H](CN(C)C(=O)Nc2ccc3c(c2)OCO3)OCCCC[C@H](C)Oc2ccc(NC(=O)Nc3ccc(F)cc3)cc2C1=O,1
C[C@@H]1CN([C@@H](C)CO)C(=O)CCCn2cc(nn2)CO[C@H]1CN(C)S(=O)(=O)c1ccccc1F,22
C[C@H]1CCCCO[C@@H](CN(C)Cc2ccc(C(=O)O)cc2)[C@@H](C)CN([C@@H](C)CO)C(=O)c2cc(NC(=O)NC3CCCCC3)ccc2O1,9
C[C@H]1CN([C@@H](C)CO)C(=O)c2cccc(NC(=O)c3ccc(-c4nccs4)cc3)c2O[C@H]1CN(C)C(=O)Nc1ccccc1,-3
Cc1ccc(-c2ccc3c(c2)O[C@@H](CN(C)Cc2ccc(F)cc2)[C@@H](C)CN([C@@H](C)CO)S3(=O)=O)cc1,12
C[C@@H]1CN([C@@H](C)CO)C(=O)c2cc(C#CC3(O)CCCC3)cnc2O[C@@H]1CN(C)C(=O)Cc1ccccc1,-12
COCCNS(=O)(=O)c1ccc(Cl)c(Cl)c1OC,2
CC1(C)CC[C@@]2(C(=O)O)C(C1)C1=CCC3[C@@]4(C)CC[C@H](O)C(C)(C)C4CC[C@@]3(C)[C@]1(C)C[C@H]2O (some centres not stated),3
C[C@H](CO)N1C[C@H](C)[C@H](CN(C)C(=O)Nc2ccc3c(c2)OCO3)Oc2ccc(NS(=O)(=O)c3ccccc3)cc2CC1=O,0
O=C(C[C@@H]1C[C@@H]2c3cc(NC(=O)CC4CC4)ccc3O[C@@H]2[C@@H](CO)O1)NCCc1ccccc1,-1
C[C@@H]1CN([C@@H](C)CO)C(=O)c2cc(NS(=O)(=O)c3cn(C)cn3)ccc2O[C@@H]1CN(C)Cc1ccccc1,8
CC(=O)OC1C(=O)C2(C)C(O)CC3OCC3(OC(C)=O)C2C(OC(=O)c2ccccc2)C2(O)CC(OC(=O)C(O)C(NC(=O)c3ccccc3)c3ccccc3)C(C)=C1C2(C)C (configuration not stated),-7
C[C@H]1CN([C@@H](C)CO)C(=O)c2cc(C#CC3CC3)cnc2O[C@H]1CN(C)C(=O)c1ccccc1,-7
C[C@@H]1CN([C@H](C)CO)C(=O)c2cc(NC(=O)CCN3CCOCC3)ccc2O[C@@H]1CN(C)S(C)(=O)=O,-6
Cc1noc(C)c1NC(=O)Nc1cccc2c1O[C@H](CN(C)CC1CC1)[C@@H](C)CN([C@@H](C)CO)C2=O,6
C[C@H](CO)N1C[C@H](C)[C@H](CN(C)Cc2ccccc2)OCCCC[C@H](C)Oc2ccc(NC(=O)c3ccccc3)cc2C1=O,9
C[C@@H]1CN([C@H](C)CO)C(=O)c2cc(NS(=O)(=O)c3ccc(F)cc3)ccc2O[C@@H]1CN(C)S(=O)(=O)c1ccc(Cl)cc1,-5
COc1ccc(NC(=O)Nc2ccc3c(c2)C(=O)N([C@H](C)CO)C[C@H](C)[C@H](CN(C)C(=O)Nc2ccc(F)cc2)O3)cc1,1
COc1ccc(NC(=O)Nc2ccc3c(c2)C(=O)N([C@H](C)CO)C[C@@H](C)[C@H](CN(C)S(=O)(=O)c2cccs2)O3)cc1,0
O=C(NO)c1ccc(C(=O)N/N=C/c2ccc3c(c2)OCCO3)cc1,4
CC(C)C#Cc1cnc2c(c1)C(=O)N([C@@H](C)CO)C[C@H](C)[C@@H](CN(C)C(=O)CC1CC1)O2,2
COC(=O)CCCCCCC(=O)N/N=C/c1ccc(O)c(OC)c1,-2
C[C@@H]1CN([C@H](C)CO)C(=O)CCCn2nncc2CO[C@@H]1CN(C)S(=O)(=O)c1ccc(Cl)cc1,4
Cc1ccc(S(=O)(=O)Nc2ccc3c(c2)C(=O)N([C@@H](C)CO)C[C@@H](C)[C@@H](CN(C)C(=O)Nc2cccc4ccccc24)OCCCC[C@@H](C)O3)cc1,-3

# Fetched one by one from the list above:
SMILES,NSD2 block
C[C@H](CO)N1C[C@H](C)[C@H](CN(C)Cc2ccccc2)OCCCC[C@H](C)Oc2ccc(NC(=O)c3ccccc3)cc2C1=O,9
COc1ccc(NC(=O)Nc2ccc3c(c2)C(=O)N([C@H](C)CO)C[C@@H](C)[C@H](CN(C)S(=O)(=O)c2cccs2)O3)cc1,0

# Remaining list, next part:
SMILES,NSD2 block
COc1ccc(NC(=O)N(C)C[C@H]2Oc3ccc(NS(=O)(=O)c4ccccc4)cc3CC(=O)N([C@H](C)CO)C[C@@H]2C)cc1,-3
[O-][NH2+]c1ccc(O)c2ncccc12,-2
CCC1CN2CCc3cc(OC)c(OC)cc3[C@@H]2C[C@@H]1C[C@H]1NCCc2cc(OC)c(OC)cc21 (some centres not stated),7
OCc1cc2c([nH]c3ccccc32)c(C(O)CO)n1 (configuration not stated),9
C[C@@H]1CCCCO[C@@H](CN(C)S(=O)(=O)c2ccc(F)cc2)[C@@H](C)CN([C@H](C)CO)C(=O)c2cc(NC(=O)C3CCCCC3)ccc2O1,-2
Cc1noc(C)c1S(=O)(=O)Nc1ccc2c(c1)C(=O)N([C@@H](C)CO)C[C@@H](C)[C@@H](CN(C)Cc1ccccc1)OCCCC[C@H](C)O2,0
CC(=O)N(C)C[C@@H]1Oc2ncc(C#CC3(O)CCCC3)cc2C(=O)N([C@@H](C)CO)C[C@@H]1C,-1
CC(C)n1nnc(CC(=O)NN)n1,-10
C[C@@H]1CCCCO[C@@H](CN(C)S(=O)(=O)c2ccccc2)[C@@H](C)CN([C@@H](C)CO)C(=O)c2cc(NS(=O)(=O)c3ccccc3)ccc2O1,-2
C[C@H](CO)N1C[C@H](C)[C@H](CN(C)S(=O)(=O)c2ccccc2)OCCCC[C@H](C)Oc2ccc(NC(=O)Nc3cccc4ccccc34)cc2C1=O,-2
CCN(CC)C(=O)Oc1c(Br)cc(Br)c2ccc(C)nc12,6
CO[C@H](C(=O)N(C)C[C@@H]1OCc2ccccc2-c2c(n(C)c3ccccc23)C(=O)N([C@H](C)CO)C[C@H]1C)c1ccccc1,-8
C[C@@H]1CCCCO[C@H](CN(C)S(=O)(=O)c2ccccc2)[C@@H](C)CN([C@@H](C)CO)C(=O)c2cc(NC(=O)CCCN(C)C)ccc2O1,-4
C[C@H](CO)N1C[C@H](C)[C@@H](CN(C)Cc2ccc(C(F)(F)F)cc2)Oc2ccc(NC(=O)CCN3CCOCC3)cc2CC1=O,-8
CCC(=O)N(C)C[C@@H]1Oc2ncc(-c3cccc(OC)c3)cc2C(=O)N([C@H](C)CO)C[C@@H]1C,-2
C[C@H]1CN([C@@H](C)CO)C(=O)c2cc(C#Cc3cccnc3)cnc2O[C@H]1CN(C)S(C)(=O)=O,6
C[C@@H]1CN([C@@H](C)CO)C(=O)Cc2cc(NS(=O)(=O)c3cn(C)cn3)ccc2O[C@H]1CN(C)S(=O)(=O)c1cn(C)cn1,0
COc1ccc(S(=O)(=O)N(C)C[C@H]2Oc3ccc(NC(=O)C4CC4)cc3CC(=O)N([C@H](C)CO)C[C@@H]2C)cc1,0
C[C@H](CO)N1C[C@H](C)[C@@H](CN(C)Cc2ccc(C(F)(F)F)cc2)OCCCC[C@H](C)Oc2ccc(NS(=O)(=O)c3ccc(F)cc3)cc2C1=O,1
O=C(Nc1cc2ccccc2s1)Nc1ccc(F)cc1F,-7

# The final 7 compounds of the section above come first, to join the parts:
SMILES,NSD2 block
C[C@H](CO)N1C[C@H](C)[C@@H](CN(C)Cc2ccc(C(F)(F)F)cc2)Oc2ccc(NC(=O)CCN3CCOCC3)cc2CC1=O,-8
CCC(=O)N(C)C[C@@H]1Oc2ncc(-c3cccc(OC)c3)cc2C(=O)N([C@H](C)CO)C[C@@H]1C,-2
C[C@H]1CN([C@@H](C)CO)C(=O)c2cc(C#Cc3cccnc3)cnc2O[C@H]1CN(C)S(C)(=O)=O,6
C[C@@H]1CN([C@@H](C)CO)C(=O)Cc2cc(NS(=O)(=O)c3cn(C)cn3)ccc2O[C@H]1CN(C)S(=O)(=O)c1cn(C)cn1,0
COc1ccc(S(=O)(=O)N(C)C[C@H]2Oc3ccc(NC(=O)C4CC4)cc3CC(=O)N([C@H](C)CO)C[C@@H]2C)cc1,0
C[C@H](CO)N1C[C@H](C)[C@@H](CN(C)Cc2ccc(C(F)(F)F)cc2)OCCCC[C@H](C)Oc2ccc(NS(=O)(=O)c3ccc(F)cc3)cc2C1=O,1
O=C(Nc1cc2ccccc2s1)Nc1ccc(F)cc1F,-7
C[C@H](CO)N1C[C@H](C)[C@@H](CN(C)CC2CCOCC2)Oc2cc(C#Cc3ccccc3F)ccc2S1(=O)=O,4
COc1ccc(NC(=O)Nc2ccc3c(c2)[C@@H]2C[C@@H](CC(=O)N4CCOCC4)O[C@@H](CO)[C@@H]2O3)cc1,?
OC1c2ccccc2-c2c3c(cc4c2C1NCC4)OCO3 (configuration not stated),8
Oc1ccc(CCCCC(CCc2ccc(O)cc2)O[C@@H]2OC[C@@H](O)[C@H](O)[C@H]2O)cc1 (some centres not stated),2
COCC#Cc1ccc2c(c1)O[C@H](CN(C)S(=O)(=O)c1ccc(OC)cc1)[C@H](C)CN([C@H](C)CO)S2(=O)=O,50
COc1ccc(NC(=O)Nc2ccc3c(c2)[C@H]2C[C@@H](CC(=O)N4CCCCC4)O[C@H](CO)[C@H]2O3)cc1,-2
COc1cc(/C=C/c2ccc(OC)cc2OC)cc(OC)c1,-4
COc1ccc(CNC(=O)C[C@H]2C[C@@H]3c4cc(NC(=O)CC5CC5)ccc4O[C@@H]3[C@@H](CO)O2)cc1,2
CC(C)CC#Cc1cnc2c(c1)C(=O)N([C@@H](C)CO)C[C@@H](C)[C@@H](CN(C)C(=O)Cc1ccccc1)O2,0
C[C@H](CO)N1C[C@H](C)[C@H](CN(C)S(C)(=O)=O)Oc2ccc(NC(=O)Cc3cn(C)c4ccccc34)cc2C1=O,15
COc1ccc(S(=O)(=O)N(C)C[C@H]2OCCCC[C@@H](C)Oc3ccc(NC(=O)Nc4ccc(C(F)(F)F)cc4)cc3C(=O)N([C@H](C)CO)C[C@@H]2C)cc1,7
Cc1ccc(S(=O)(=O)Nc2ccc3c(c2)C(=O)N([C@@H](C)CO)C[C@@H](C)[C@H](CN(C)C(=O)CCCN(C)C)OCCCC[C@H](C)O3)cc1,2
C[C@@H]1CN([C@H](C)CO)C(=O)c2cccc(NC(=O)Nc3ccc(C(F)(F)F)cc3)c2O[C@@H]1CN(C)S(C)(=O)=O,-3
CC(C)(C)c1ccc(-c2nc(=O)[nH]n2-c2ccccc2)cc1,-10
COc1ccc(C(=O)Nc2ccccc2C(=O)N2CCN(CCO)CC2)cc1,-1
C[C@H](CO)N1C[C@H](C)[C@H](CN(C)C(=O)Nc2ccc(C(F)(F)F)cc2)Oc2c(NC(=O)NC3CCCCC3)cccc2C1=O,-11
C[C@H](CO)N1C[C@H](C)[C@@H](CN(C)S(C)(=O)=O)Oc2ncc(C#Cc3ccccc3F)cc2C1=O,4
O=S(=O)(c1ccc(-c2ccon2)s1)N(Cc1ccccn1)Cc1ccccn1,0
CC(C)NC(=O)Nc1ccc2c(c1)C(=O)N([C@H](C)CO)C[C@H](C)[C@H](CN(C)CC1CCCCC1)OCCCC[C@H](C)O2,3
CNCCCCOc1ccccc1Cc1ccccc1,7
Cc1noc(C)c1NC(=O)Nc1ccc2c(c1)C(=O)N([C@@H](C)CO)C[C@@H](C)[C@H](CN(C)C(=O)CCCN(C)C)OCCCC[C@H](C)O2,0
Cc1ccc(S(=O)(=O)Nc2ccc3c(c2)C(=O)N([C@@H](C)CO)C[C@@H](C)[C@@H](CN(C)C(=O)Nc2c(C)noc2C)OCCCC[C@H](C)O3)cc1,1

# From PubChem BioAssay
